ARNT-TACC3 inh: disruptors of ARNT/TACC3 protein interaction, primary screen, biochemical, AlphaScreen, single concentration. Transforming acidic coiled-coil-containing protein 3 (Homo sapiens), Q9Y6A5. inhibition, % at 9.99 µM. AlphaScreen His-ARNT PAS-B/GST-TACC3 binding, luminescence; TACC3 fragment carries E629A point mutation. 390,000 tested, 0.66% active;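 active = mean inhibition of replicates at least 50% and at least half of replicates each reaching 50%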;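 note: 0% = complete ARNT plus TACC3 wells and 100% = ARNT alone without TACC3; many hits fall short of the cut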
PAX8 reporter: inhibitors of PAX8-driven TPO luciferase reporter, primary screen, RMG-I cells, single concentration | 360,000 tested, 1.2% active | inhibition, % at 12.6 µM | SteadyGlo, 24 h;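 active = mean replicate inhibition at least 60% with every replicate also reaching 60%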;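 note: luciferase light reporting Pax8 driven TPO promoter activity; plate controls were median of neutral control wells for no effect and mitoxantrone controls for full effect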
PGC1a acetyl inh: inhibitors of PGC1a acetylation signal, primary screen, cell-based, U2OS, AlphaScreen, inhibitor mode. 350,000 tested, 0.17% active. inhibition, % at 15.6 µM. AlphaScreen anti-acetyl-lysine; with virally co-expressed GCN5 acetyltransferase;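 active = every replicate shows inhibition of at least 40%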;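 note: 0% = neutral control wells and 100% = positive control wells; some results beyond the cut were filed as inactive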
INS-1E GSIS act: GLuc luminescence reporter in INS-1E cells, primary screen for activators of glucose-dependent secretion of insulin; INS-1E GLuc reporter insulin secretion, 2-3 h; activation, % at 16.6 µM; 370,000 tested, 0.61% active; AID 743287, 2014;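 active = lowest replicate activation of at least 40%, so every replicate reaches that level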;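 note: 0% = median of neutral control wells and 100% = median of IBMX positive control wells; some compounds called inactive have numbers as strong as hits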
PglD DTNB: C. jejuni PglD acetyltransferase inhibitors, primary screen, biochemical, DTNB colorimetric, single point | UDP-N-acetylbacillosamine N-acetyltransferase PglD (Campylobacter jejuni) | purified PglD enzyme, DTNB colorimetric CoA detection | inhibition, % at 12.5 µM | 360,000 tested, 0.098% active | AID 602405, 2012; in the data active = inhibition above about 16%, passing the limit was not always enough; note: strong numbers were not always called active
LGR2 antag: inhibitors of bursicon-induced LGR2 CRE-luciferase signal, primary screen, cell-based, HEK293, CRE-luciferase reporter, bursicon stimulation. bursicon-stimulated, 4 h. inhibition, % at 9.99 µM. 380,000 tested, 0.35% active. AID 720647, 2013;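 active = drop in luminescence signal, shown as inhibition above about 50% in the replicate tests, limit read from the data, passing the limit was not always enough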;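 note: agonist challenge used bursicon conditioned medium at about half maximal strength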
Cneo AK release: Cryptococcus neoformans cell lysis inducers, primary screen, AK release luminescence, single concentration. C. neoformans lysis, adenylate kinase release luminescence, 4 h; normalised: neutral wells 0, clomiphene wells 100. lysis activity, % at 15 µM. 360,000 tested, 0.2% active. AID 651654, 2012;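 active = mean lysis activity across replicates of at least 80%, whatever share of replicates individually reach that level; inactive = mean lysis activity below 80%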
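Material – log-phase Cryptococcus neoformans yeast cells · Input – 5 × 10^6 yeast cells/mL · Medium – fresh YPD growth medium · Doses – single compound concentration per well · Timing – static 4 h at 37 °C with compound, 1 h detection · Detection – adenylate kinase release luminescence · Read-out – signal increase indicating cell lysis · Control set – Clomiphene as positive lysis control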
C2C12 statin: suppressors of statin myotoxicity in C2C12 myotubes, primary screen, cell-based, single point, plate reader; 330,000 tested, 0.78% active; C2C12 myotubes + simvastatin, ATP luminescence, 48 h; scaled: DMSO 0, geranylgeraniol control 100; rescue of ATP level, % at 7.49 µM;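 active = mean ATP rescue above about 67%, or every replicate alone reaching that limit, limit read from the data, passing the limit was not always enough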;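 note: myotubes were challenged with 10 µM simvastatin during compound exposure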
* hit, by the source's call; · = no result given. Compounds as they come; any-hit rate near 2.9%.

SMILES	ARNT-TACC3 inh	PAX8 reporter	PGC1a acetyl inh	INS-1E GSIS act	PglD DTNB	LGR2 antag	Cneo AK release	C2C12 statin
C[C@H]1CN([C@@H](C)CO)C(=O)Cc2cc(NC(=O)CCN3CCOCC3)ccc2O[C@@H]1CN(C)Cc1ccc2c(c1)OCO2	·	5	-1	7	-2	-12	-2	40
CC(C)Cn1c(Br)nc2c1c(=O)n(CCC#N)c(=O)n2C	1	·	-1	·	-3	·	1	·
COc1ccc(NC(=O)N(C)C[C@H]2OCCCC[C@@H](C)Oc3ccc(NS(=O)(=O)c4c(C)noc4C)cc3C(=O)N([C@@H](C)CO)C[C@H]2C)cc1	-1	9	4	-5	-2	-17	1	10
CCCNC(=O)C[C@H]1CC[C@H]2[C@@H](COC[C@H](O)CN2Cc2ccc(Cl)c(Cl)c2)O1	8	-5	-7	-8	1	-10	0	20
CCOC(=O)C1CCCN(C(=O)N2CCOCC2)C1 (stereo not given)	-10	-11	·	·	-4	·	2	-7
CCn1nnnc1NCc1ccc(N2CCCC2)cc1	-1	·	2	-10	-7	24	-22	-12
C[C@@H]1CN([C@H](C)CO)S(=O)(=O)c2ccc(-c3ccc(C#N)cc3)cc2O[C@H]1CN(C)C(=O)CN(C)C	4	·	10	36	-1	7	17	-2
CCOC(=O)CC(NC(=O)Cn1nnc(-c2ccccc2F)n1)c1ccccc1Cl (stereo not given)	·	-22	-12	-10	·	1	·	10
Cc1ccc(CNC(=O)CC2(CC3=NS(=O)(=O)c4ccccc4N3)CCCC2)cc1	-7	23	-16	-9	-4	10	0	34
CCCNC(=O)CSc1ccc(S(=O)(=O)N(C)C2CCCCC2)cn1	·	-10	0	-5	-1	-6	2	0
CCCCN(C(=O)c1cccc(-n2cccc2)c1)c1c(N)n(CCCC)c(=O)[nH]c1=O	9	5	·	21	2	32	-1	·
CCOc1ccc(NS(=O)(=O)c2ccc(Cl)c(N=Nc3c(O)[nH]c(=S)[nH]c3=O)c2)cc1Br	·	-1	7	·	0	5	-3	5
CCOC(=O)NC1=NCC(C)(C)S1	4	-28	·	0	·	11	·	·
COc1cccc(NC(=O)C[C@@H]2CC[C@@H]3[C@@H](COc4ccc(NC(=O)C5CCCCC5)cc4C(=O)N3C)O2)c1	8	-2	-2	6	-1	3	-3	-13
CO[C@H]1CN(C)C(=O)c2ccc(NC(=O)Nc3cc(F)ccc3F)cc2OC[C@@H](C)N(C)C[C@@H]1C	7	0	11	-12	-1	-7	0	-12
O=C1C=C(NCCc2ccccc2)C2(CCCCC2)O1	-1	2	-4	1	·	-2	·	·
COc1ccc2cc(S(=O)(=O)N3CCCCC3)ccc2c1S(=O)(=O)N1CCCCC1	-3	·	-7	·	1	·	-5	-1
COc1ccc(CC2(CO)CCN(Cc3cnn(-c4ccc(F)cc4)c3)CC2)cc1	-2	10	13	3	-2	22	6	-11
CC1CCCC(NC(=O)C2CCN(S(=O)(=O)c3cnc[nH]3)CC2)C1C (stereo not given)	1	-6	6	1	0	14	1	-1
CN(CC(=O)Nc1cccc(F)c1)C(=O)c1ccc(-c2cccc(C(F)(F)F)c2)o1	2	-17	·	-29	-2	-5	7	·
Cc1ccc(-n2ncc3c(SCc4ccccc4)ncnc32)cc1	-4	-77	·	-20	·	-74	·	·
CN(C)C(=O)c1ccc(-c2ccc([C@H]3[C@@H](CO)N4CCCCN(C(=O)C5CCC5)C[C@H]34)cc2)cc1	2	4	4	·	2	·	-2	·
CCOC(=O)c1c(S(=O)(=O)NCC(=O)N2CCN(c3cccc(OC)c3)CC2)c(C)n(C)c1C	0	19	11	8	-3	1	2	24
Nc1nc(NCCO)nc(NCc2ccccc2)c1[N+](=O)[O-]	-4	·	-12	·	-1	·	-2	14
O=C(CNC(=O)c1ccccc1F)NCCc1ccccc1F	4	-46	-12	-5	-2	-12	-1	-7
CNC[C@H]1Oc2ccc(NC(=O)Nc3ccc4c(c3)OCO4)cc2CC(=O)N([C@@H](C)CO)C[C@@H]1C	·	-8	-1	5	3	-10	-5	-7
COC(=O)c1cccc(S(=O)(=O)N2CCN(c3nc4ccccc4s3)CC2)c1	-5	·	1	7	-4	1	-2	-13
COc1ccccc1CNC(=O)c1ccccc1C(=O)NC(CC(C)C)C(=O)NCc1ccccc1OC (stereo not given)	-4	-4	1	10	-3	8	0	4
CCCOc1ccc(C2=CSC3=NCCN23)cc1Cl	·	-2	-13	0	-1	-4	0	21
Cc1cn(C2CCCCC2)c(=O)n(-c2ccccc2)c1=O	·	19	4	19	·	5	·	6
Cc1ccc2nc(-c3ccccc3)oc(=O)c2c1	3	-25	·	-8	0	-11	-2	15
O=C(Nc1ccn(CCCN2CCC(N3CCOCC3)CC2)c(=O)n1)OCc1ccccc1	·	-7	-9	10	1	4	2	-9
CCO[C@H]1OC(C(=O)N2CCOCC2)=C[C@@H](c2ccc(Br)cc2)[C@@H]1CCCO	-6	-2	·	1	2	9	2	-2
COc1ccc(/C=N/NS(=O)(=O)c2ccccc2)cc1OS(=O)(=O)c1ccc(C)cc1	26	·	-9	-30	-6	3	-1	-8
CCCCNC(=O)N(O)C1N(CCCC)C(=O)N(CC(=O)OC)C1(C)C (stereo not given)	1	·	-9	3	3	-2	4	29
COc1ccc(CCCc2nnc(SCC(=O)Nc3cc(C)c(C)cc3Br)o2)cc1	-6	·	5	·	6	·	3	7
CN(C(=O)CSc1ccc(S(=O)(=O)N2CCCCC2)cn1)c1ccccc1	-2	9	-8	·	3	-21	-2	-1
CCOC(=O)N/N=C\c1ccc(-c2cccc(C(F)(F)F)c2)o1	1	-29	-5	-1	·	-18	·	·
CCCn1c(N)c(Sc2ccccc2)c(=O)n(CCC)c1=O	3	·	-13	62	0	·	0	-10
CC(=O)NC1(C(F)(F)F)C(=O)Nc2c1c(=O)n(C)c(=O)n2C (stereo not given)	-19	2	-12	·	-3	·	3	64

Some of the entries so far, in CSV form:
SMILES,ARNT-TACC3 inh,PAX8 reporter,PGC1a acetyl inh,INS-1E GSIS act,PglD DTNB,LGR2 antag,Cneo AK release,C2C12 statin
CC(=O)NC1(C(F)(F)F)C(=O)Nc2c1c(=O)n(C)c(=O)n2C (stereo not given),-19,2,-12,·,-3,·,3,64
CCCn1c(N)c(Sc2ccccc2)c(=O)n(CCC)c1=O,3,·,-13,62,0,·,0,-10

(next part)
SMILES	ARNT-TACC3 inh	PAX8 reporter	PGC1a acetyl inh	INS-1E GSIS act	PglD DTNB	LGR2 antag	Cneo AK release	C2C12 statin
CCN(CC)S(=O)(=O)c1ccc(C)c(NC(=O)CSc2nc3ccccc3[nH]2)c1	1	11	0	-3	1	3	-1	-11
CCOc1cc(S(=O)(=O)NCCCN2CCOCC2)ccc1F	-10	1	5	24	-3	-10	1	·
Cc1ccc(NC(=S)N(CCCN(C)C)Cc2cc3cc4c(cc3[nH]c2=O)OCO4)c(C)c1	1	7	·	4	·	-9	·	·
CC(C)(C)c1ccccc1OCCOCCNCc1ccccc1	-5	20	-1	·	-3	27	3	0
O=C(NCCCN1CCOCC1)c1ccc2c(=O)n(Cc3ccc(Cl)cc3)c(=S)[nH]c2c1	-2	4	-9	19	1	-2	5	9
O=C(C[C@H]1CC[C@@H]2[C@H](COC[C@H](O)CN2C(=O)Nc2ccc3c(c2)OCO3)O1)N1CCN(c2ccccc2)CC1	·	·	-4	-2	1	-33	0	-19
COC(=O)c1ccc(C(=O)OC)c(NC(=O)COC(=O)CCOc2ccc(C)cc2)c1	3	-3	-78	7	-4	13	0	6
COc1ccc(N(C)C(=O)CCS(=O)(=O)c2cccc3nonc23)cc1	1	-7	·	·	-2	·	-2	·
CCN(CC)C(CNS(=O)(=O)c1ccc(Cl)cc1)c1ccccc1 (stereo not given)	-2	-5	·	12	-3	-4	-2	0
COc1ccccc1CN1[C@@H]2CNC[C@H]1C2c1ccc(-c2ccc(C#N)cc2)cc1 (stereo not given in full)	·	-7	2	11	·	1	·	·
CCOc1cccc(/C(O)=C2/C(=O)C(=O)N(CCN3CCOCC3)C2c2cccnc2)c1 (stereo not given)	-7	7	12	·	1	·	1	·
Cc1ccc(N2CC(NS(=O)(=O)c3cccs3)CC2=O)cc1C (stereo not given)	·	-13	8	-8	6	13	0	-3
CCCOc1cccc(C(=O)NCCCNC(=O)c2ccccn2)c1	-1	0	·	14	-1	4	-4	3
COC(=O)c1scc(C)c1N/N=C(\C)c1ccc(F)cc1	-13	14	15	·	-3	·	0	-1
CN1CCN(C(=O)C[C@H]2C[C@H]3c4cc(NC(=O)Nc5ccccc5F)ccc4O[C@H]3[C@H](CO)O2)CC1	-2	-4	-2	5	2	7	0	7
C=CCNC(=S)/C(=C(\[O-])c1ccc(Cl)cc1)[n+]1ccccc1	5	12	-4	5	-1	8	0	·
COc1ccc(NC(=O)Cn2nnc(C(=O)NCc3ccccc3OC)c2N)cc1Cl	-8	12	-8	·	1	·	2	-1
CCCCNC(=O)C1CC(c2cccc([N+](=O)[O-])c2)=NO1 (stereo not given)	2	-161	3	-8	4	-105	1	11
Cc1ccc(F)c(S(=O)(=O)NC(=O)C2(C)CCN2C(=O)c2cccc3ccccc23)c1 (stereo not given)	·	6	-5	16	6	15	0	4
Cc1ccc(CNC(=O)C2CC(c3cccc(F)c3)=NO2)cc1 (stereo not given)	-3	-15	6	3	2	-7	0	2

Among those listed so far, these have a cyano group.
SMILES	ARNT-TACC3 inh	PAX8 reporter	PGC1a acetyl inh	INS-1E GSIS act	PglD DTNB	LGR2 antag	Cneo AK release	C2C12 statin
CC(C)Cn1c(Br)nc2c1c(=O)n(CCC#N)c(=O)n2C	1	·	-1	·	-3	·	1	·
C[C@@H]1CN([C@H](C)CO)S(=O)(=O)c2ccc(-c3ccc(C#N)cc3)cc2O[C@H]1CN(C)C(=O)CN(C)C	4	·	10	36	-1	7	17	-2
COc1ccccc1CN1[C@@H]2CNC[C@H]1C2c1ccc(-c2ccc(C#N)cc2)cc1 (stereo not given in full)	·	-7	2	11	·	1	·	·

Next structures.
SMILES	ARNT-TACC3 inh	PAX8 reporter	PGC1a acetyl inh	INS-1E GSIS act	PglD DTNB	LGR2 antag	Cneo AK release	C2C12 statin
COc1ccc(NC(=O)Nc2ccc3c(c2)CC(=O)N([C@H](C)CO)C[C@@H](C)[C@H](CN(C)S(=O)(=O)c2cccs2)O3)cc1	·	-10	17	-4	1	20	1	12
COCc1cc(C)nc2sc(C(=O)N3CCCC3)c(N)c12	-6	·	-15	7	-1	1	-2	4
Cc1ccc(-c2sc(-c3cccnc3)nc2CC(=O)O)cc1	0	-2	·	38	·	12	·	·
Cc1ccc(NC(=O)CC2SC3=NCCN3C2=O)cc1 (stereo not given)	2	·	·	·	-2	·	-1	-2
CCCn1c(N)c(C(=O)COC(=O)c2c(C)noc2C)c(=O)n(C)c1=O	-3	·	17	17	-1	9	-8	-8
CCOc1ccc(CSC(=N)N)cc1	-11	-5	·	-14	·	4	·	·
Cc1ccc(S(=O)(=O)N2C[C@H]3n4c(=O)ccc(=O)n4C[C@H](OC(=O)NCc4ccccc4)[C@@]3(O)C2)cc1	·	24	-7	-7	-4	31	-1	1
O=C(CC(c1ccccc1)c1ccccc1)Nc1nn[nH]n1	20	-2	·	-2	·	14	·	·
COc1ccc2c(c1)C1=NN(/C(C)=C\C(C)=O)C(c3ccccc3)C1CC2 (stereo not given)	10	·	3	14	12	-46	-1	6
Cc1cc(C)c2c(=O)n(CC(=O)N3CCC(N4CCCCC4)CC3)sc2n1	-9	-33	·	·	16	·	2	-9
